Compound activity (PubChem BioAssay)
aSyn 5UTR inh: 5' untranslated region of α-synuclein, MLPCN primary screen; alpha-synuclein 5'UTR reporter, inhibitor activity; inhibition, % (tested at 7.5 µM); 300,000 tested, 0.82% active; AID 1813; in the data active = inhibition above about 60%; inconclusive = no clear call, values can overlap the other calls;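 note: H4 neuroglioblastoma cells stably carrying SNCA 5'UTR luciferase fusion; 0% = DMSO wells and 100% = positive control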
HSP90 refold inh: blocks HSP90-mediated luciferase refolding in reticulocyte lysate. inhibition, % at 5.6 µM. 290,000 tested, 0.91% active. Rabbit reticulocyte lysate, luciferase refolding luminescence, 3 h. AID 1789;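 active = inhibition above the screen-wide mean plus 3 SD, computed separately per campaign, cut at about 16% in these data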;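 note: 0% = DMSO wells and 100% = 60 µM geldanamycin wells; inhibitors lower the luminescence because luciferase stays unfolded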
KLF5 inhibitor: inhibitors of KLF5 expression; DLD-1 KLF5 promoter-luciferase reporter, luminescence; inhibition, % at 5 µM; 290,000 tested, 0.23% active;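 active = inhibition above a per-plate limit of that plate's mean compound inhibition plus 3 SD, cut at about 60% in these data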;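 note: 0% = DMSO wells and 100% = LY294002 at 200 µM; higher means less KLF5 promoter-driven luciferase light; inactives centre near -14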
GSK3beta inhib: inhibitors of human GSK3beta kinase. P49841. GST-GSK3beta kinase, ADP-Glo luminescence, 60 min; stronger effect = lower value. activity score (negative = inhibition), % at 10 µM. 300,000 tested, 0.038% active. AID 2097;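 active = more than half of replicate wells score below -50%, meaning over 50% inhibition versus plate controls; inconclusive = some replicates but at most half score below -50%; inactive = no replicate scores below -50%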;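 note: 0% = median DMSO wells and -100% = median GW8510 positive control wells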
Target sequence (P49841 whole entry, looked up): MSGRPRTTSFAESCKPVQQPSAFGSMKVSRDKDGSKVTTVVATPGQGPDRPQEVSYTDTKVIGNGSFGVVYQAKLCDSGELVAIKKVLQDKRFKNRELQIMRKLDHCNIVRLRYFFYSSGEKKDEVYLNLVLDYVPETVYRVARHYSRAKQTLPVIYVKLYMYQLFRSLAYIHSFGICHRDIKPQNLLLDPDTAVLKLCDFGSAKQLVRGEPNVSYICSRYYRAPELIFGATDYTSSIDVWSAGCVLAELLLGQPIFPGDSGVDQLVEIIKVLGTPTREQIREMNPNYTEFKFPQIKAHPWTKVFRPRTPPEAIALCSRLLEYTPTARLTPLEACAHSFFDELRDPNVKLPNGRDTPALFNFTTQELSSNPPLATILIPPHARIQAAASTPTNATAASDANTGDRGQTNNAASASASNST
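test system = GST-tagged human GSK3beta kinase, cell-free | reagent = 25 µM ATP with peptide substrate | dosing = one dose of 10 µM per compound | schedule = 60 min reaction, RT | detection = luminescent ADP-Glo measurement of ADP formed | control set = DMSO neutral wells and GW8510 at 20 µM as positive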
IEC-6 cytotox: IEC-6 cytotoxicity, counter-screen for KLF5 inhibitors; 290,000 tested, 0.78% active; AID 1825; luminescence viability; inhibition, % at 5 µM; in the data active = inhibition above about 22%;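 note: 0% = plate median of test compound wells and 100% = cytotoxic reference compound wells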
GSK3 alpha inh: inhibitors of human GSK-3 alpha kinase; inhibition, % at 10 µM; ADP-Glo luminescence, 60 min; 320,000 tested, 0.1% active; P49840; AID 2650;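 in the data active = inhibition above about 50%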;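 note: GST-tagged GSK-3 alpha with peptide substrate and 25 µM ATP; 0% = DMSO neutral wells and 100% = GW8510 positive control wells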
Target sequence (P49840 whole entry, looked up): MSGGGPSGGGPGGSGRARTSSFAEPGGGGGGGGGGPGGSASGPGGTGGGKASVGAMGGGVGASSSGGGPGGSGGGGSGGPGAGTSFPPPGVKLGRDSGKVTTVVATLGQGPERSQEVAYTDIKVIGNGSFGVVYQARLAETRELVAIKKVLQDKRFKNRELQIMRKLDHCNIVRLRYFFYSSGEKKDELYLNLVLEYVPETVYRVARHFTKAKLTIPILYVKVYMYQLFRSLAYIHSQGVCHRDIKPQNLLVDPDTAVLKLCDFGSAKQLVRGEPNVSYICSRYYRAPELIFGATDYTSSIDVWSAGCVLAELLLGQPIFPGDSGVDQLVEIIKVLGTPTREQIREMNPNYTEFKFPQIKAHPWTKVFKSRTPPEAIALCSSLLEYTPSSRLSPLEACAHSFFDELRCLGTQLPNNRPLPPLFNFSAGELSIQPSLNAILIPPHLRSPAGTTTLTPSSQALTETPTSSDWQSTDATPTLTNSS
Dyrk1A ADPGlo: Dyrk1A (rat) kinase inhibition; Q63470; ADP-Glo luminescence, NFATc1 peptide; inhibition, % at 12.5 µM; 310,000 tested, 0.43% active; AID 504441; in the data active = inhibition above about 50%;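 note: plate controls were vehicle with enzyme for no effect and no enzyme for full effect; many of its hits are not listed in these tables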
Platelet DG rel: modulates dense granule release in human platelets; human platelet-rich plasma, SFLLRN dense granule ATP release, luminescence; inhibition, %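 (compounds screened at 7.5 µM in platelet-rich plasma)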; 300,000 tested, 0.22% active; AID 1663;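 active = mean replicate score, as percent of positive control, at or above 50; inconclusive = mean below 50 but at least one replicate at or above 50; inactive = mean and every replicate below 50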
HSF1 activator: increases HSF-1 driven luciferase reporter signal; NIH3T3-HGL HSF-1 luciferase reporter, MG132, 8 h; 100% = twice DMSO control signal; activation, % at 9 µM; 300,000 tested, 1.7% active; AID 504408;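 active = mean replicate activation of at least 50% with a set share of replicates each reaching 50%; inconclusive = only one of those two conditions met; inactive = mean below 50% and too few replicates reaching it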;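 note: 0% = median of the neutral control wells and 100% = twice that signal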
HSF1 inh: HSF1 inhibition | 300,000 tested, 0.77% active | activity change, negative = inhibition, % at 7.5 µM (by protocol) | AID 2098 | NIH3T3-HGL HSE-luciferase, MG132-induced, luminescence 8 h; stronger effect = lower value;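 active = more than half of replicate wells show activity change below -50%, luminescence cut by over half; inconclusive = some wells, but at most half, below -50%; inactive = no replicate well below -50%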;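 note: luciferase reports HSF-1 transcriptional activity via heat shock element; 0% = median of DMSO wells and -100% = zero luminescence signal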
* = called active by the depositor; ? = inconclusive; / = not tested or not shown.

A first look (three entries):
cpd	structure	aSyn 5UTR inh	HSP90 refold inh	KLF5 inhibitor	GSK3beta inhib	IEC-6 cytotox
1	O=C(CC1C(=O)NCCN1Cc1cccc(Oc2ccccc2)c1)NCCn1cccn1 (centres undefined)	17	5	-25	1	0
2	Cc1ccc(/C=C2/SC(=S)N(CCCC(=O)Nc3cc([N+](=O)[O-])ccc3O)C2=O)cc1	56	9	-5	2	-2
3	COc1cn(-c2ccccc2)nc1C(=O)Nc1ccc(C)cc1Cl	-30	-3	-22	-2	0

cpd	GSK3 alpha inh	Dyrk1A ADPGlo	Platelet DG rel	HSF1 activator	HSF1 inh
1	-4	-1	10	1	-1
2	4	1	1	1	-15
3	-1	-4	3	21	19

Main list, from the start:
cpd	structure	aSyn 5UTR inh	HSP90 refold inh	KLF5 inhibitor	GSK3beta inhib	IEC-6 cytotox
1	O=C(CC1C(=O)NCCN1Cc1cccc(Oc2ccccc2)c1)NCCn1cccn1 (centres undefined)	17	5	-25	1	0
2	Cc1ccc(/C=C2/SC(=S)N(CCCC(=O)Nc3cc([N+](=O)[O-])ccc3O)C2=O)cc1	56	9	-5	2	-2
3	COc1cn(-c2ccccc2)nc1C(=O)Nc1ccc(C)cc1Cl	-30	-3	-22	-2	0
4	C[C@@H](C(=O)Nc1ccc2ccccc2c1)[C@H]1C[C@]1(C)[C@H](NC(=O)c1cnccn1)c1ccccc1	22	1	7	0	6
5	COc1ccc(C(=O)N(CCc2ccccc2)Cc2ccccc2)c(OC)n1	11	-1	-25	-5	-6
6	CCc1ccccc1N(CC(=O)Nc1cccc(N(C)S(C)(=O)=O)c1)S(C)(=O)=O	17	0	-25	-2	0
7	COC(=O)N/N=C1\CCCc2c(C)cc(C)cc21	5	-2	-7	-1	3
8	COc1cccc(-c2nnn(CC(=O)Nc3cc(OC)c(NC(=O)c4ccco4)cc3OC)n2)c1	27	-1	-28	-2	-1
9	Cc1ccc(CS(=O)(=O)CCC(=O)NCCCN2CCCC2=O)cc1	12	3	-6	2	2
10	Cc1ccc(-c2cc(C(=O)N3CCc4ccccc4C3)no2)cc1	7	-1	-26	1	2
11	CCOC(=O)c1ccc(-n2c(CN3CCOCC3)nc3ccc([N+](=O)[O-])cc3c2=O)cc1	4	-1	-6	-3	4
12	C/C(=N/Nc1ccc(F)cc1)c1ccc(Cl)s1	9	-4	-7	1	0

cpd	GSK3 alpha inh	Dyrk1A ADPGlo	Platelet DG rel	HSF1 activator	HSF1 inh
1	-4	-1	10	1	-1
2	4	1	1	1	-15
3	-1	-4	3	21	19
4	-2	/	4	4	2
5	0	0	10	-8	5
6	-1	4	7	-11	-3
7	-1	2	6	-11	1
8	1	-2	-5	6	7
9	1	-8	-1	4	-9
10	-3	-3	-2	?	24
11	-1	12	-5	15	5
12	/	-6	-2	5	-9

Continued:
cpd	structure	aSyn 5UTR inh	HSP90 refold inh	KLF5 inhibitor	GSK3beta inhib	IEC-6 cytotox
13	Cc1ccc(Sc2c(C(=O)Nc3ccc(F)cc3F)c(C(F)(F)F)nn2C)cc1	28	-2	-5	-1	-1
14	Cc1cc(NC(=O)CS(=O)(=O)c2cn(Cc3cccc(F)c3)c3ccccc23)no1	26	4	-19	1	-6
15	C/C(=N\N=C(/N)SC1CC(=O)N(c2ccc(Cl)c(Cl)c2)C1=O)c1cccs1 (centres undefined)	14	-1	-5	2	-2
16	CC(C(=O)N1CCCCCC1)c1ccc([N+](=O)[O-])cc1 (centres undefined)	-23	-5	-21	-4	-4
17	O=C(NC1CCCCC1)Sc1ccc(Cl)cc1	-72	3	-39	0	5
18	O=C(CCCN1C(=O)c2cccnc2C1=O)Nc1ccc(Br)cc1	12	-1	-12	6	-1
19	COc1cc(NC(=S)N2CCN(c3ccccn3)CC2)cc(OC)c1	8	-4	6	-4	-1
20	O=C(OCC(=O)N1CCN(S(=O)(=O)c2ccc(Cl)cc2)CC1)c1cc(Br)ccc1O	10	/	/	0	/
21	COc1ccc(COc2ccccc2C(=O)Nc2ccccn2)cc1[N+](=O)[O-]	22	-3	-2	-1	-4
22	Cc1ccc(N(CC(=O)NCc2ccccc2)C(=O)CCC(=O)Nc2ccccn2)cc1C	-12	0	-11	/	1
23	O=C1CC2(CCCC2)Oc2ccc(Cl)cc21	8	/	/	4	/
24	CS(=O)(=O)c1ccc(Cl)c(NC(=O)CCCc2nc3ccccc3c(=O)[nH]2)c1	18	/	/	-2	/

cpd	GSK3 alpha inh	Dyrk1A ADPGlo	Platelet DG rel	HSF1 activator	HSF1 inh
13	-1	4	-5	-14	6
14	-5	-2	3	10	4
15	-1	6	4	-4	0
16	-1	-2	-4	2	12
17	0	7	11	12	6
18	0	0	0	-5	-4
19	-1	2	-11	3	1
20	1	-3	8	11	2
21	-4	-4	8	-10	2
22	-2	2	10	5	-2
23	-3	1	3	-31	-10
24	-1	-4	-1	-4	-4

Carrying on:
cpd	structure	aSyn 5UTR inh	HSP90 refold inh	KLF5 inhibitor	GSK3beta inhib	IEC-6 cytotox
25	CC(C)NC(=O)c1c(O)c2cccc3c2n(c1=O)CCC3	19	2	-12	-2	15
26	O=C(C1CCOCC1)N1CCCC(N2CCN(c3cccc(Cl)c3)CC2)C1 (centres undefined)	14	1	-8	2	0
27	Cc1ccc(C)n1CCN1CCN(CC(=O)Nc2cc(C(F)(F)F)ccc2Cl)CC1	-31	3	-14	4	4
28	COc1cc(NS(=O)(=O)c2ccc(NC(=O)COc3ccc(C)cc3C)cc2)nc(OC)n1	-8	1	-11	-1	-5
29	CC(C)COC(=O)C1C2C=CC3(CN(C4CCCC4)C(=O)C13)O2 (centres undefined)	12	-1	-31	-2	-4
30	COc1ccc(OCCn2c(=O)sc3ccccc32)cc1	-142	-1	-67	-3	-2
31	Cc1ccc(-c2nn3nnnc3c3ccccc23)cc1	21	2	6	-20	1
32	O=C(N/N=C/c1c(O)n(Cc2ccco2)c(=O)[nH]c1=O)c1ccccc1	-28	-2	-61	4	1
33	CCN(CC)CCOC(=O)C1c2ccccc2Oc2ccccc21	4	-1	-11	2	-5
34	CC1CCC(NC(=O)COC(=O)c2n[nH]c(=O)c3ccccc23)CC1 (centres undefined)	-5	/	/	-1	/
35	O=C(CSc1nccn1-c1ccc(F)cc1)Nc1ccc2c(c1)OCO2	-65	3	-28	3	-5
36	COC(=O)c1ccccc1NC(=O)NCc1ccncc1	-25	0	-13	-9	8

cpd	GSK3 alpha inh	Dyrk1A ADPGlo	Platelet DG rel	HSF1 activator	HSF1 inh
25	0	-6	-3	2	-6
26	-2	-3	-6	7	0
27	/	/	3	11	2
28	/	-1	-24	12	-6
29	0	2	-1	1	-4
30	0	0	0	33	5
31	-3	11	1	-5	4
32	0	-1	-3	10	3
33	-3	0	5	-8	-11
34	-2	-11	-7	5	-3
35	-5	1	-9	-9	6
36	-2	6	-11	2	2

(listing goes on)
cpd	structure	aSyn 5UTR inh	HSP90 refold inh	KLF5 inhibitor	GSK3beta inhib	IEC-6 cytotox
37	NC(=S)NC(c1ccccc1)c1ccncc1 (centres undefined)	-3	/	/	1	/
38	Cn1cnnc1SCC(=O)Nc1cc(C(F)(F)F)ccc1N1CCOCC1	24	-2	0	-5	-3
39	O=C(CCn1c(=O)[nH]c2ccccc2c1=O)Nc1ccccc1	22	0	7	-2	5
40	CC(C)CC(=O)N1CCC(N(CCc2ccccc2)Cc2ccccc2)CC1	17	2	7	3	0
41	O=C(COc1ccc2ccccc2c1)NCCn1ccc2ccccc21	3	-2	-29	0	2
42	CC(C)C(OC(=O)CN1C(=O)COc2ccccc21)C(=O)NC1CCCCC1 (centres undefined)	-19	-1	-41	-1	-3
43	C/C(=C\c1ccccc1)C(=O)NC1CCSC1=O (centres undefined)	-29	-1	-21	3	2
44	CCOC(=O)N1CCN(CC(O)COCc2cc(OC)c(OC)c(OC)c2)CC1 (centres undefined)	17	2	-27	4	1
45	O=C(C1CC1)N1CCc2cc(S(=O)(=O)N(CCO)Cc3ccccc3)ccc21	26	-3	-17	2	-2
46	CC(C)N1C(=S)SC(C)(C)C1n1oc(=O)n(-c2ccc(Cl)c(Cl)c2)c1=O (centres undefined)	8	0	-24	0	-6
47	NS(=O)(=O)c1ccc(NN=C2CCN(Cc3ccccc3)CC2)c([N+](=O)[O-])c1	9	-2	-30	2	-2
48	CC1CCCC(C)N1CCNC(=O)C1CCN(S(=O)(=O)N2CCCCC2)CC1 (centres undefined)	7	-2	-29	2	0
49	COc1cc2ncnc(NCc3cc(F)ccc3F)c2cc1OC	15	-3	4	2	37*

cpd	GSK3 alpha inh	Dyrk1A ADPGlo	Platelet DG rel	HSF1 activator	HSF1 inh
37	0	/	-4	7	-3
38	-4	-1	4	-4	-5
39	/	2	1	-6	-4
40	-3	0	4	3	5
41	0	-1	7	0	-9
42	-1	-5	0	5	2
43	8	0	10	2	3
44	-3	5	-3	-9	-10
45	-2	0	1	0	1
46	-1	3	8	37	9
47	-1	/	-45	27	4
48	-1	-2	-6	0	-2
49	-1	-5	1	20	-7

Given as labelled records: part of the list above.
14. Cc1cc(NC(=O)CS(=O)(=O)c2cn(Cc3cccc(F)c3)c3ccccc23)no1
  aSyn 5UTR inh = 26	HSP90 refold inh = 4	KLF5 inhibitor = -19	GSK3beta inhib = 1	IEC-6 cytotox = -6	GSK3 alpha inh = -5	Dyrk1A ADPGlo = -2	Platelet DG rel = 3	HSF1 activator = 10	HSF1 inh = 4

40. CC(C)CC(=O)N1CCC(N(CCc2ccccc2)Cc2ccccc2)CC1
  aSyn 5UTR inh = 17	HSP90 refold inh = 2	KLF5 inhibitor = 7	GSK3beta inhib = 3	IEC-6 cytotox = 0	GSK3 alpha inh = -3	Dyrk1A ADPGlo = 0	Platelet DG rel = 4	HSF1 activator = 3	HSF1 inh = 5

32. O=C(N/N=C/c1c(O)n(Cc2ccco2)c(=O)[nH]c1=O)c1ccccc1
  aSyn 5UTR inh = -28	HSP90 refold inh = -2	KLF5 inhibitor = -61	GSK3beta inhib = 4	IEC-6 cytotox = 1	GSK3 alpha inh = 0	Dyrk1A ADPGlo = -1	Platelet DG rel = -3	HSF1 activator = 10	HSF1 inh = 3

21. COc1ccc(COc2ccccc2C(=O)Nc2ccccn2)cc1[N+](=O)[O-]
  aSyn 5UTR inh = 22	HSP90 refold inh = -3	KLF5 inhibitor = -2	GSK3beta inhib = -1	IEC-6 cytotox = -4	GSK3 alpha inh = -4	Dyrk1A ADPGlo = -4	Platelet DG rel = 8	HSF1 activator = -10	HSF1 inh = 2

These rows are one share of the data; rates above refer to the full screens.
